# High-throughput results (PubChem)
# FBW7 activator = activators of human E3 ligase FBW7; Q969H0; AlphaScreen FBW7–phospho-cyclin E peptide binding, activator screen; normalized activity (activation), % at 26.1 µM; actives 0.13% (n = 650,000); AID 1259310; in the data active means normalized activity above about 1.9%;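 further: purified mutant Fbw7 with reduced substrate affinity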
# MITF inh = human MITF inhibition, primary screen; AID 1259374; O75030; AlphaScreen MITF homodimerization, bead proximity signal; inhibition, % at 2.6 µM; actives 0.91% (n = 650,000); in the data active means inhibition above about 50%;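 further: 0% = vehicle wells with protein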
# Target sequence (O75030 whole entry, looked up): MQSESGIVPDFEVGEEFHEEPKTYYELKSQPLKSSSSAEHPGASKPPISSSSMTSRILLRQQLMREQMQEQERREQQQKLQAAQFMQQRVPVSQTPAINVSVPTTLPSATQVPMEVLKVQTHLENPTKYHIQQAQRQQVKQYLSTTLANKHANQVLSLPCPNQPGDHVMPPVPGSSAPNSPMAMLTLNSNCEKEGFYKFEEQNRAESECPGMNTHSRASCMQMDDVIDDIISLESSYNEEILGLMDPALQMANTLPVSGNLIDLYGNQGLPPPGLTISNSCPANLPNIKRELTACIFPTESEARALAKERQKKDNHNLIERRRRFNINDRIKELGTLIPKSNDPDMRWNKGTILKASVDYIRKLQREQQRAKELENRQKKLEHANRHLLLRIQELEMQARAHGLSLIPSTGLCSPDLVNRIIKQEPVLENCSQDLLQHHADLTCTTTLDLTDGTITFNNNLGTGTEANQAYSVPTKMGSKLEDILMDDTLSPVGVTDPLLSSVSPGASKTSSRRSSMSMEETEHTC
# GPR151 ag = activators of human GPR151; Q8TDV0; PathHunter beta-arrestin GPR151 cells, luminescence; activation, % at 11.2 µM; actives 1% (n = 650,000); AID 1508602; in the data active means activation above about 4.9%;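 further: 0% = median of compound wells and 100% = cells with positive control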
# Target sequence (Q8TDV0 whole entry, looked up): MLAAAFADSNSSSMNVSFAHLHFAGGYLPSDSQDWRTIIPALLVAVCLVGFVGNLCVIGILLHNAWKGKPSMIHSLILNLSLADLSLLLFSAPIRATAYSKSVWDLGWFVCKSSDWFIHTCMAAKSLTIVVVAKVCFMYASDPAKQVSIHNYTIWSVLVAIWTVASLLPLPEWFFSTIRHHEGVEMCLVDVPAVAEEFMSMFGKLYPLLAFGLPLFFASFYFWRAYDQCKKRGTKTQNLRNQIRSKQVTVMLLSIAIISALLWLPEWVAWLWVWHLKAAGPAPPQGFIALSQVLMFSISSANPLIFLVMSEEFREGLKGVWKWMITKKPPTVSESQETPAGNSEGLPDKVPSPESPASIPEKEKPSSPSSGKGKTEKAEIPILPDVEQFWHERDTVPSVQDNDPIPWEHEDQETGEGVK
# TEAD-YAP inh = TEAD-YAP interaction inhibition; HEK-TIYL cells, TEAD-Gal4/YAP UAS-luciferase luminescence; inhibition, % at 9.12 µM; actives 1.4% (n = 640,000); in the data active means inhibition above about 32%;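 further: 0% = median of test compound wells and 100% = reference inhibitor wells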
# Numbers without * were called inactive.
# Every second line gives: FBW7 activator	MITF inh	GPR151 ag	TEAD-YAP inh
COCCC(=O)Nc1ccc2c(c1)CN(CC1=CC[C@H]3C[C@@H]1C3(C)C)CC2
 : -0.1	0	-2.0	-3
N#CN=C1CCCN1Cc1ncnn1-c1ccccc1
 : 0.3	8	-0.1	-9
CCOC(=O)c1c(NC(=O)CC2Sc3ccccc3NC2=O)sc2c1CCCC2 (centres undefined)
 : 0.2	9	-1.2	12
N#CC(C1=NS(=O)(=O)c2ccccc21)c1nc2ccccc2c(=O)[nH]1 (centres undefined)
 : 0.9	10	-0.8	2
CCc1c(C)nc2ccc(C)cc2c1SC(N)N
 : -0.1	6	0.4	-1
CC(=O)c1c(C)[nH]c(C(=O)Nc2ccc(C(C)C)cc2)c1C
 : -0.3	13	-0.1	-6
CC12CN(S(=O)(=O)c3ccccc3)CC(C)(CN(S(=O)(=O)c3ccccc3)C1)C2=O
 : -0.1	11	1.0	4
C#CCOc1c(Br)cc(C=O)cc1OC
 : 0.0	-11	3.8	4
Cc1ccc(-c2nnc3ccc(SCc4ccccn4)nn23)cc1
 : 0.1	-4	-0.1	-7
Cc1ccc(NC(=O)CSc2nnc(-c3ccccc3N)n2C)cc1Cl
 : 0.0	-1	0.7	8
CC1(C)CC(=O)C2=C(C1)Nc1ccccc1NC2c1ccc(Cl)cc1 (centres undefined)
 : 0.2	6	-2.3	-13
COc1ccccc1CC(=O)NC1CCCC1
 : 0.0	43	3.0	-3
CCOc1ccc(C(=O)Nc2ccccc2CC)cc1[N+](=O)[O-]
 : 0.0	11	0.1	-5
CCCOc1cc(N2CCN(C(=O)Cc3ccc(Cl)cc3)CC2)nc(C)n1
 : 0.0	16	0.9	2
COc1ccc(NC(=O)COC(=O)c2ccc(=O)[nH]n2)cc1Cl
 : -0.1	4	-1.0	21
COc1ccc(CC(=O)NC(C)C(c2cccs2)N2CCOCC2)cc1OC (centres undefined)
 : 0.1	11	0.2	-5
Ic1ccc(-c2csc(N3N=C(c4ccccc4)CC3c3ccccc3)n2)cc1 (centres undefined)
 : 0.7	0	2.6	5
CCC(c1nnnn1CCOC)N(Cc1ccco1)Cc1cc2ccc(C)cc2[nH]c1=O (centres undefined)
 : 0.0	19	-0.6	-4
COc1cccc(C2C(N3C(=O)c4ccccc4C3=O)C(=O)N2c2ccc(C)c(F)c2)c1 (centres undefined)
 : -0.1	-7	-1.7	-7
CN1/C(=C\C(=O)c2cccnc2)Sc2ccccc21
 : 0.1	-14	-1.6	-59
CC(=O)NC(NC(=S)N1CCCCCC1)C(Cl)(Cl)Cl (centres undefined)
 : 0.7	12	-1.1	4
O=C(Nc1c(Cl)cc(Cl)cc1Cl)c1cncc(Br)c1
 : -0.1	-5	-0.6	1
O=C(NNc1nc(-c2ccccc2Cl)c2cc(Br)ccc2n1)c1ccc(Cl)cc1
 : -0.2	-17	-0.8	6
Cc1cccc2c1-c1sc(C(=O)NC3CC3)cc1CO2
 : 0.4	13	0.8	-31
COc1ccc(NC(=O)c2cnn3c2NC(c2cccs2)CC3C(F)(F)F)cc1OC (centres undefined)
 : 0.0	9	0.0	-12
COCCCNC(=O)CSC1=Nc2ccccc2C2=NC(Cc3c[nH]c4ccccc34)C(=O)N12 (centres undefined)
 : -0.1	-10	0.5	-4
Cc1ccc(N=Cc2ccc(O)cc2O)cc1F
 : -0.1	-4	-0.7	-4
O=C(NCc1ccc(Cl)cc1Cl)C(=O)N/N=C/c1ccc(C(=O)O)cc1
 : 0.3	12	0.0	5
O=C(c1ccc2c(c1)OCO2)N1CCC(O)(c2cccc(F)c2)CC1
 : 0.8	22	-1.7	-17
CC(=O)CN1CCn2c1nc1c2c(=O)n(CC(C)=O)c(=O)n1C
 : -0.1	-8	-1.2	8

# Four entries picked at random from the list so far, as already listed:
# Every second line gives: FBW7 activator	MITF inh	GPR151 ag	TEAD-YAP inh
CC(=O)c1c(C)[nH]c(C(=O)Nc2ccc(C(C)C)cc2)c1C
 : -0.3	13	-0.1	-6
C#CCOc1c(Br)cc(C=O)cc1OC
 : 0.0	-11	3.8	4
N#CC(C1=NS(=O)(=O)c2ccccc21)c1nc2ccccc2c(=O)[nH]1 (centres undefined)
 : 0.9	10	-0.8	2
COCCC(=O)Nc1ccc2c(c1)CN(CC1=CC[C@H]3C[C@@H]1C3(C)C)CC2
 : -0.1	0	-2.0	-3

# Returning to the listing, starting 4 compounds before the break.
# Every second line gives: FBW7 activator	MITF inh	GPR151 ag	TEAD-YAP inh
Cc1ccc(N=Cc2ccc(O)cc2O)cc1F
 : -0.1	-4	-0.7	-4
O=C(NCc1ccc(Cl)cc1Cl)C(=O)N/N=C/c1ccc(C(=O)O)cc1
 : 0.3	12	0.0	5
O=C(c1ccc2c(c1)OCO2)N1CCC(O)(c2cccc(F)c2)CC1
 : 0.8	22	-1.7	-17
CC(=O)CN1CCn2c1nc1c2c(=O)n(CC(C)=O)c(=O)n1C
 : -0.1	-8	-1.2	8
COCCCNC(=O)c1noc2c1COc1ccccc1-2
 : -0.1	2	-2.3	-61
CN(C)CCNc1cc(-c2cccc(C(F)(F)F)c2)nc(-c2ccncc2)n1
 : 0.1	1	2.0	9
CCCCCCOc1ccc(N2C(=O)CC(N3CCN(Cc4ccccc4)CC3)C2=O)cc1 (centres undefined)
 : 0.0	-12	-0.6	7
CCOC(=O)c1cc2c(=O)n3ccccc3nc2n(C2CCCCC2)c1=NC(=O)c1ccc(F)cc1
 : 0.0	0	0.4	-4
CN(CCC(=O)Nc1ccc2c(c1)OCO2)Cc1ccccc1
 : -0.1	0	0.6	-7
COc1ccc2[nH]cc(NC(=O)NCCN3CCCCC3)c(=O)c2n1
 : 0.1	12	-0.9	-10
O=C(Nc1ccc(-c2cn[nH]c2)cc1SCCN1CCOCC1)C1COc2ccc(F)cc2C1 (centres undefined)
 : -0.4	13	-0.5	-3
O=C1NC2(CCN(C(=O)CN3CCCCC3)CC2)Oc2ccccc21
 : 0.1	-6	-0.8	-10
COc1ccc(C)cc1NS(=O)(=O)c1ccc2c(c1)OCC(=O)N2
 : 0.0	4	-0.6	6
CC(c1nccs1)N(C)C(=O)CCc1nnc(CCc2ccccc2)o1 (centres undefined)
 : 0.1	-2	-0.1	-14
COc1ccc(CCNc2nc(C)nc3sc(C)c(C)c23)cc1OC
 : 0.1	2	0.4	37*
CN(C)CCNC(=O)c1cccc(-c2cnc(N3CCN(C)CC3)c3nccn23)c1
 : 0.2	15	0.7	8
COc1cc(C(=O)Nc2ccc(I)cc2)cc(Cl)c1OC
 : 0.1	-6	0.7	14
CSc1ccc2nc(NC(=O)c3cccc(F)c3)sc2c1
 : 0.5	-6	-3.3	-67
CCN1CCN(CCC(=O)Nc2ccc(OC)cc2)CC1
 : 0.0	-1	-1.0	8
CCN(CC)S(=O)(=O)c1ccc2oc(C(=O)NC3CCCCC3)c(C)c2c1
 : -0.1	-11	1.2	8
CCOC(=O)CSc1nc(NCCc2ccc(OC)c(OC)c2)c2ccccc2n1
 : 0.0	-5	1.0	-7
O=C(Nc1cccc(Cl)c1)Nc1cc(C(F)(F)F)ccc1N1CCOCC1
 : -0.1	1	-0.8	0
CCc1ccc(N(C)C(=O)CNC(=O)c2nn(-c3ccc(OC)c(OC)c3)c(=O)c3ccccc23)cc1
 : 0.3	9	-0.4	13
C=C(C)COc1ccc2c(C(F)(F)F)cc(=O)oc2c1
 : 0.1	-1	0.3	-5
CCN1C(=O)/C(=C\C=C\CC=Nc2ccccc2)SC1=S
 : -0.3	6	0.2	-13
CCOc1ccc(/C=N/NC(=O)c2cc3ccccc3cc2OC)c(O)c1
 : -0.4	-6	0.0	9
CCn1c2ccccc2c2nnc(SCC(=O)c3ccc(OC)cc3)nc21
 : -0.3	-1	1.6	4
Cc1ccc(S(=O)(=O)N2CCCC2CNC(=O)C(=O)NCCN2CCOCC2)cc1 (centres undefined)
 : 0.0	8	-2.0	-2
C/C(CC(=O)C(F)(F)F)=N\NC(=O)c1ccc(F)cc1
 : -0.1	-2	-0.2	-29
CCN(CCO)Cc1cc(=O)oc2ccc(C)cc12
 : -0.1	-11	-1.7	0
C=CCNC(=O)N1CCC(C(=O)Nc2cc(C)on2)CC1
 : 0.9	9	-1.4	3
Cc1ccc(N(CC(O)COCc2ccco2)S(=O)(=O)c2ccc(C)cc2)cc1 (centres undefined)
 : -0.1	4	4.3	-1
O=C(NC1CCN(Cc2ccccc2)CC1)c1ccc2nc(N3CCCCC3)sc2c1
 : 0.0	-4	1.6	-56
COc1ccc(CCNc2nc(NCc3cccnc3)nc3c2ncn3Cc2ccc(C(F)(F)F)cc2)cc1
 : -0.1	-2	0.7	5

# The results go on:
# Every second line gives: FBW7 activator	MITF inh	GPR151 ag	TEAD-YAP inh
O=C(O)c1ccc(/C=C/c2ccc3c([N+](=O)[O-])cccc3n2)cc1
 : 0.0	-5	-1.0	-12
COc1cc(NC(=O)Cn2c(=O)n(C(C)C)c(=O)c3oc4ccccc4c32)cc(OC)c1
 : -0.2	1	1.2	1
CCCn1nc([N+](=O)[O-])c(C(C#N)c2nc3ccccc3o2)c(Cl)c1=O (centres undefined)
 : -0.8	3	0.6	-2
CCOc1cc(CN2CCN(c3ccc(OC)cc3)CC2)ccc1OC
 : 0.0	45	0.8	-5
CSc1ccc(S(=O)(=O)Nc2cccc(SC)c2)cc1
 : 0.0	3	0.2	10
O=S1(=O)N=C(N/N=C/c2ccccc2F)c2ccccc21
 : -0.1	2	-0.2	6
CC(C)NCC(O)COc1ccc(Br)cc1Br (centres undefined)
 : 0.1	6	-1.5	-14
COc1cc(C=Nc2ccc(I)cc2)cc(OC)c1OC
 : 0.2	-10	1.8	0
COc1ccccc1N1CCN(c2nc(Nc3ccc(Cl)cc3)c3cnn(C)c3n2)CC1
 : 0.0	-3	2.3	-5
CC(=O)c1c(C)n([O-])c2ccccc2[n+]1=O
 : 0.0	6	0.7	7
COC(=O)c1ccc(N(Cc2ccccc2)S(=O)(=O)c2ccccc2)cc1
 : 0.2	14	0.7	5
FC(F)(F)c1ccc(Cn2c(COc3ccc(Cl)cc3Cl)nc3ccccc32)cc1
 : 0.3	-2	-2.3	-46
COc1ccc(-n2c(SC(C)C)nc3c(c2=O)SCC3)cc1OC
 : -0.1	0	0.5	3
O=C(c1ccccc1I)N1CCN(c2ccc(F)cc2)CC1
 : 0.0	5	-1.2	7
Cc1ccccc1C1Oc2ccccc2C2=C1C(c1cccnc1)n1nnnc1N2 (centres undefined)
 : 0.2	13	-0.3	7
O=C(CC1CCC1)Nc1ccc2ccccc2c1
 : 0.0	-6	0.7	7
O=C(NCCC1=CCCCC1)c1nc(-c2ccncc2)no1
 : -0.1	-4	-0.3	-13
CCSCc1nnc(SCC(=O)Nc2nc3ccccc3s2)n1C
 : 0.1	-6	0.4	-10
COc1cccc(C(=O)N2CCc3ccccc32)c1
 : 0.1	20	-1.1	-2
CCc1nc2sc(C(c3ccc(Cl)cc3)N3CCC(C(=O)OC)CC3)c(O)n2n1 (centres undefined)
 : 0.0	-3	-0.2	-4
COc1ccc(OC)c(NC(=O)Cn2cnc3c(cnn3-c3ccc(F)cc3)c2=O)c1
 : 0.3	17	0.2	6
Cc1ccc(N2C(=O)C(=O)/C(=C(/O)c3ccccc3)C2c2ccc(N(C)C)cc2)cc1Cl (centres undefined)
 : -0.1	3	0.0	5
CC(C)Cc1cc(CN2CCC(CO)(Cc3ccccc3)CC2)[nH]n1
 : 0.0	-8	-0.1	-1
CCCCOc1ccc(C(=O)N(CCCCN2C(=O)c3ccccc3C2=O)c2ccc(C)cc2)cc1
 : -0.1	5	1.0	6
C=CCNC(=O)c1cc(-c2ccc(OC)cc2)on1
 : 0.1	11	-0.8	-27
O=C(Nc1nnc(S(=O)(=O)N2CCCc3ccccc32)s1)c1cccc([N+](=O)[O-])c1
 : 0.7	4	-1.0	-13
COC(=O)C1(C)Nc2ccccc2C(=O)N1c1ccccc1C (centres undefined)
 : -0.2	-2	0.0	13
CCOC(=O)c1ccc(NC(=O)CSc2nnc(C(C)Oc3ccccc3)n2C)cc1 (centres undefined)
 : 0.0	3	3.1	3
COc1ccc(Sc2cc(OC)ncn2)cc1
 : -0.2	-1	0.9	6
Cn1c(=O)c2c(nc3n2CC(c2ccc(F)cc2)=NN3)n(C)c1=O
 : 0.0	0	2.8	1

# New compounds follow:
# Every second line gives: FBW7 activator	MITF inh	GPR151 ag	TEAD-YAP inh
Cc1cc(C)c2c(C)nn(-c3ccc([N+](=O)[O-])cc3)c2n1
 : 0.1	9	-1.0	-7
O=Cc1cccc(-c2ccc(Nc3cccnc3)nc2)c1
 : -0.4	6	1.2	-36
COC(=O)C(C)CNCc1ccccc1 (centres undefined)
 : 0.1	7	0.3	-3
O=[N+]([O-])c1cccc(C2=Nn3cnnc3SC2)c1
 : 0.0	-8	-0.3	6
CCOc1ccccc1C(=O)Nc1sc2c(c1C(=O)OC(C)C)CCCC2
 : 0.1	-14	1.5	6
CSC1=C(C#N)C(c2ccccc2)C(C(C)=O)=C(C)N1 (centres undefined)
 : 0.0	-3	-0.2	8
COCC1CCCCN1C(=O)CCC1(Cc2cccc3ccccc23)CCC(=O)N1 (centres undefined)
 : 0.8	16	-1.3	4

# Compound profiles (already shown). Order of screens: FBW7 activator, MITF inh, GPR151 ag, TEAD-YAP inh
# Cc1cc(C)c2c(C)nn(-c3ccc([N+](=O)[O-])cc3)c2n1 in the list: 0.1, 9, -1.0, -7
# CSC1=C(C#N)C(c2ccccc2)C(C(C)=O)=C(C)N1 (centres undefined) in the list: 0.0, -3, -0.2, 8
# CCOc1ccccc1C(=O)Nc1sc2c(c1C(=O)OC(C)C)CCCC2 in the list: 0.1, -14, 1.5, 6
